# Screens (PubChem)
# TRAIL sens C8: caspase-8 TRAIL sensitization. NB7+C8 cells + TRAIL, ATPlite viability luminescence. inhibition (viability loss, TRAIL sensitization), % at 10 µM. 1% of 360,000 active;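 active = compounds causing at least 50% loss of cell viability in the single-dose screen, relative to plate controls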
# NOD2 RIPK2 PPI: NOD2-RIPK2 protein interaction inhibition | 0.38% of 360,000 active | inhibition, % at 4.98 µM | O43353 | AID 624267 | CHO BLA complementation NOD2-RIPK2, CCF4 ratio; in the data active = inhibition above about 21%;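 also: 0% = vehicle only and 100% = reference blocker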
# NCOA3 inh: inhibits human SRC3 coactivator; Q9Y6Q9; HEK293 GAL4-SRC3 luciferase reporter, luminescence; inhibition, % at 3.6 µM; 0.17% of 360,000 active; AID 588352;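 active = inhibition above a per-campaign cutoff, the mean of all compounds plus 3 SD, cut at about 60% in these data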;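 also: 0% = DMSO-treated cells and 100% = gossypol-treated cells at 36 µM; higher means less SRC3-driven luciferase light from the GAL4 reporter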
# LRH-1 inv ag: inverse agonists of human LRH-1 (NR5A2); AID 602396; HEK293T StAR-luciferase reporter, LRH-1 transfected, 24 h; O00482; 0.13% of 360,000 active; inhibition, % at 3.6 µM;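 active = inhibition above the mean inhibition of all tested compounds plus 3 SD, cut at about 73% in these data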;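 also: 0% = DMSO wells and 100% = reporter-only cells lacking LRH-1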
# NCOA1 inh: inhibitors of human steroid receptor coactivator 1 (SRC1) | Q15788 | HEK293 GAL4-SRC1 luciferase reporter, luminescence | inhibition, % at 3.6 µM | 0.12% of 360,000 active;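 active = inhibition above the campaign mean plus 3 SD, with each screening campaign given its own cutoff, cut at about 60% in these data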;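 also: 0% = DMSO treated cells and 100% = gossypol at 36 µM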
# TLR9-MyD88 block: TLR9-MyD88 interaction inhibition; AID 504734; 0.21% of 340,000 active; CHO BLA complementation TLR9-MyD88, CCF4 FRET ratio; inhibition, % at 4.98 µM; Q9NR96+Q99836;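 active = inhibition above the mean over all tested compounds plus 3 SD, cut at about 21% in these data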;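 also: 0% = DMSO only wells and 100% = clavulanate BLA inhibitor control wells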
# NCOA2 inhibitor: human SRC2 (NCOA2) inhibition. AID 651957. Q15596. HEK293 GAL4-SRC2 luciferase reporter, luminescence. 0.17% of 370,000 active. inhibition, % at 9 µM;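 active = inhibition above the mean inhibition of all tested compounds plus 3 SD, set per campaign, cut at about 52% in these data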;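 also: 0% = DMSO treated cells and 100% = cells given Gossypol at 36 µM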
# Target sequence (Q15596 whole entry, looked up, the tested form may be a part): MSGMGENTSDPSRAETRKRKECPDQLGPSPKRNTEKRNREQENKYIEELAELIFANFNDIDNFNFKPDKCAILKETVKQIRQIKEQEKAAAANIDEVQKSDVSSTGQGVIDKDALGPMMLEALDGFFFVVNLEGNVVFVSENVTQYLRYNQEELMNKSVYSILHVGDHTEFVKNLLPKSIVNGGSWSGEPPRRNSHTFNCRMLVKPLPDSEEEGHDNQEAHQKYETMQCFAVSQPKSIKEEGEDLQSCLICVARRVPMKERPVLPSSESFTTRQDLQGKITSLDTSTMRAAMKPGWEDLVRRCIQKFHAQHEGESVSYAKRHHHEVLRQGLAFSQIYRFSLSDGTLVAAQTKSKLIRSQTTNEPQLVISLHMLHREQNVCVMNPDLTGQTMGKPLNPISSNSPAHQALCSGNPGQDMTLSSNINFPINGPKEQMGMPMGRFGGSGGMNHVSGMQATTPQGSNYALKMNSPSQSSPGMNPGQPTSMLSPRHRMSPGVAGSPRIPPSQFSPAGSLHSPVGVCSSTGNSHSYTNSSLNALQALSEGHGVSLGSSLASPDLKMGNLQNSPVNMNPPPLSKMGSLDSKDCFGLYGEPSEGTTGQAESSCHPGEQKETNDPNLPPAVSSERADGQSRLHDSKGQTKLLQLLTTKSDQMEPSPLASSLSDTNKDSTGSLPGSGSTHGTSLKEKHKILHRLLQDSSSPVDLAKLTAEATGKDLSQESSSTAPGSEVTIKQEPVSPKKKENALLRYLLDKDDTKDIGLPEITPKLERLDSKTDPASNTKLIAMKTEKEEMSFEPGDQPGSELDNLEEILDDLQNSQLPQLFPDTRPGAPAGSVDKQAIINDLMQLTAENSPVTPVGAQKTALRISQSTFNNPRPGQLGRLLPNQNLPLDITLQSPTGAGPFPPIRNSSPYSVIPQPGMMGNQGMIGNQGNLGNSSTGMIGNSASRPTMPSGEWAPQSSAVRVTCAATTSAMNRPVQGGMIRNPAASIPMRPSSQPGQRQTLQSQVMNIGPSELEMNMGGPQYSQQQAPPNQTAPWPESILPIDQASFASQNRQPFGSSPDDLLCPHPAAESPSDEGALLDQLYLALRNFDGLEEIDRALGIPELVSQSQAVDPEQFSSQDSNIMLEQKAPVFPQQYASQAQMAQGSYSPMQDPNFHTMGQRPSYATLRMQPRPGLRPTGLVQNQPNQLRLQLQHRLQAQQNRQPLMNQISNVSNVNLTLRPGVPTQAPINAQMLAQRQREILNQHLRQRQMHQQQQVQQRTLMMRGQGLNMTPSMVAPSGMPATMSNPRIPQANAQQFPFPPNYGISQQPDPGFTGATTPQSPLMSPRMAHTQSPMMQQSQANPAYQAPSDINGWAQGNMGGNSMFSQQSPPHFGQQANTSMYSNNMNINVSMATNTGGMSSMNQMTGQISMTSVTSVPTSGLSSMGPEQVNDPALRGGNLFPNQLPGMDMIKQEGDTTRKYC
# TWEAK Fn14 block: inhibitors of TWEAK-Fn14 interaction signaling. TWEAK-stimulated Fn14 reporter cells, luciferase luminescence, 8 h. AID 1159606. inhibition, % at 10 µM. 2% of 360,000 active; in the data active = inhibition above about 50%
# EBV LMP1 NFkB: inhibitors of Epstein-Barr LMP1-induced NF-kappaB reporter | LMP1-induced NF-kappaB luciferase reporter cells, luminescence | 0.69% of 350,000 active | inhibition, % at 12.5 µM; in the data active = inhibition above about 41%;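 also: 0% = neutral control wells and 100% = reference inhibitor control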
# COUP-TFII inh: NR2F2 (human) inhibition, primary screen | P24468 | HEK293T NGFI-A luciferase reporter, luminescence | inhibition, % at 8.6 µM | 0.7% of 370,000 active;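 active = inhibition above a per-plate cutoff, mean inhibition of test wells between control levels plus 3 SD, cut at about 38% in these data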;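 also: cells cotransfected with COUP-TFII expression vector driving the NGFI-A reporter; 0% = median of COUP-TF2 test wells and 100% = reporter-only cells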
# TROY NFkB inh: blocks TROY-dependent signaling in reporter cells. inhibition, % at 10 µM. AID 1347056. Q293 LMP1-TROYcd NF-kB luciferase reporter, 4 h. 0.98% of 360,000 active;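 active = compounds whose plate-normalised and pattern-corrected inhibition of the luciferase reporter signal at the single screening dose is 50% or more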
# Numbers without * were called inactive; · = not tested or not shown. Only part of the results is shown; count on the stated rates, not on these rows.
molecule	TRAIL sens C8	NOD2 RIPK2 PPI	NCOA3 inh	LRH-1 inv ag	NCOA1 inh	TLR9-MyD88 block	NCOA2 inhibitor	TWEAK Fn14 block	EBV LMP1 NFkB	COUP-TFII inh	TROY NFkB inh
COc1ccc(CCN2CN(S(=O)(=O)c3ccc(C)cc3)c3nc4ccccc4nc32)cc1OC	-6	6	10	18	-24	5	16	-8	-15	17	2
O=C(O)CSc1nnc(-c2ccc(Cl)cc2Cl)n1Cc1ccccc1	8	3	-1	-10	-14	-7	27	3	0	3	15
COc1ccc(NC(C)=O)cc1NC(=O)CN1CCN(c2ccccn2)CC1	-20	-9	-3	5	-11	-11	·	-24	-12	·	-5
CCOc1c(Nc2ccccc2O)c(=O)c1=O	-11	-4	2	4	-9	7	-2	0	4	-16	10
COCCCNS(=O)(=O)c1ccc(Cl)c(C(F)(F)F)c1	0	-1	-16	-10	-21	0	6	17	-5	11	3
Cc1cccc(C(=O)O/N=C(\N)c2cccc([N+](=O)[O-])c2)c1	45	-7	-67	-28	-63	12	·	-6	-40	·	-57
Cc1ccccc1N1CCN(C(=O)C2CCCCC2)CC1	11	-3	-46	-23	-17	-8	-4	2	9	4	22
COc1cc(NC(=O)CCn2c(=S)[nH]c3ccccc3c2=O)cc(OC)c1OC	2	-2	0	-6	-2	2	-20	7	15	-3	-6
Cc1ccc(S(=O)(=O)C[C@@H]2OC[C@H](C)N2S(=O)(=O)c2ccc(C)cc2)cc1	-10	2	·	-11	·	·	36	·	·	15	·
CC(C)CC(=O)NC1(C(F)(F)F)C(=O)Nc2c1c(=O)[nH]c(=O)n2Cc1ccco1 (stereo unspecified)	-18	-8	-22	-4	-17	4	-3	-4	4	20	35
N#CCSc1nnc2sc3ccccc3n12	-4	-8	-6	-45	-5	-1	-11	5	1	6	14
Cc1nc(NC(=O)CSc2nccn2C)sc1C(=O)N(C)C	-4	7	-27	6	0	3	-44	-11	3	2	-18
O=C(CCN=C1NS(=O)(=O)c2ccccc21)OCc1nnc(-c2ccc([N+](=O)[O-])cc2)o1	2	-10	-6	26	8	-6	-6	-15	5	-11	-2
COC(=O)c1cc(NC(=O)CN(c2cccc(OC)c2)S(=O)(=O)c2ccccc2)ccc1Cl	4	-9	30	-5	7	-8	3	51*	-8	10	35
N/C(=N\OS(=O)(=O)c1ccccc1)c1ccccn1	-12	-3	5	-6	-2	-2	-1	0	-1	-11	-8
O=C(O)CC(SCC(=O)Nc1ccc(S(=O)(=O)N2CCCC2)cc1)C(=O)O (stereo unspecified)	-2	-2	18	13	-1	9	-3	-6	-3	-1	3
O=S(=O)(Nc1c(S(=O)(=O)c2ccccc2)c2nc3ccccc3nc2n1C1CCCCC1)c1ccccc1	27	12	24	13	7	7	24	98*	0	30	64*
O=C(Nc1c2c(nn1-c1ccc(F)cc1)CS(=O)(=O)C2)C1CCCC1	0	-11	6	19	-11	-4	-9	21	-5	-1	-13
OCCNc1ccc(Cl)cc1	-6	-8	15	10	-23	-9	-9	-7	1	-15	0
COCCn1nnnc1CN1CCC(C)CC1	-3	8	-11	19	-8	2	12	7	3	7	-15
CC(NC(=O)c1ccccc1Cl)NC(=O)c1ccccc1Cl	-7	-2	0	-27	-114	-3	-12	4	-30	-27	-15
CCOC(=S)SCC(=O)N1CCc2ccccc2C1C1C(=O)CC(C)(C)CC1=O (stereo unspecified)	-3	-7	10	7	10	4	-10	7	5	15	-2
COC(c1ccccc1)c1nnc(CCC(=O)NCCCc2ccccc2)o1 (stereo unspecified)	16	-2	-9	-5	-9	1	15	-9	-1	16	-7
COc1ccc(CC(=O)Nc2ccc(S(=O)(=O)N3CCCCC3)cc2)cc1OC	-13	-18	9	6	-3	-1	10	-32	3	2	11
Cc1cccc(OCCC(=O)NCC(=O)Nc2c(C)cccc2C)c1	2	-12	16	5	5	-6	2	16	6	9	-4
Cc1ccc(S(=O)(=O)N2CCN(C(C)C(=O)Nc3ccccc3-c3ccccc3)CC2)cc1 (stereo unspecified)	12	-6	14	6	1	-3	-16	-4	-13	-3	7
CC(C)NC(=O)NC(=O)CSc1ccc(S(=O)(=O)N2CCCC2)cn1	6	-6	5	-5	-9	-4	-6	4	-1	-5	9
O=C(NCCN1CCOCC1)/C(=C/c1ccc(Cl)cc1)NC(=O)c1ccccc1	2	-2	4	-4	5	-6	15	18	-2	7	-2
Cc1cc(O)ccc1N/C=C1\CCCC1=O	3	-3	2	4	-38	8	17	4	4	5	-18
Cc1ccc(C(=O)N2CCCC2)cc1Br	-7	-8	1	2	15	5	11	-3	8	-10	-3
Nc1oc2ccccc2c(=O)c1-c1ccc2c(c1)OCO2	1	-6	-67	-32	-8	-2	-30	3	-2	-13	-51
COc1ccc(S(=O)(=O)NC(=O)C2(C)CCN2C(=O)CC2CCCC2)cc1 (stereo unspecified)	-24	-1	-19	17	12	·	6	3	·	6	8
CC1CCN(C(=O)C2CCCN2S(=O)(=O)c2ccc(Cl)cc2)CC1 (stereo unspecified)	-3	-2	-4	8	-3	-9	-22	12	-1	-7	19
O=C(N/N=C/c1cc(Cl)cc([N+](=O)[O-])c1O)C(O)(c1ccccc1)c1ccccc1	8	4	11	-15	-1	3	2	3	9	25	21
CCCCC(=O)NC(c1ccccc1)c1ccc2cccnc2c1O (stereo unspecified)	32	1	66*	89*	40	9	-11	20	48*	-5	11
CC1CCCC(NC(=O)COC(=O)c2cccs2)C1C (stereo unspecified)	-11	-4	13	-28	-18	-11	-21	0	-3	-2	-52
Cc1c(N=Cc2cccs2)c(=O)n(-c2ccccc2)n1C	6	-3	0	12	6	3	27	-3	3	-26	9
CSCC(NS(=O)(=O)c1ccc(C)cc1)C(=O)O (stereo unspecified)	2	-9	1	-1	-13	-1	2	4	2	15	-11
O=C(C1CCC(CNS(=O)(=O)c2cccs2)CC1)N1CCN(c2ccc(F)cc2)CC1 (stereo unspecified)	12	-6	24	29	7	-1	29	15	22	36	23
Cc1nnc(Sc2nc3ccccc3o2)c2ccccc12	-7	-3	-18	-17	-18	-1	-34	36	5	-9	-20
O=S(=O)(NCC(c1ccco1)N1CCN(c2ccccc2)CC1)c1ccc(F)cc1 (stereo unspecified)	12	5	12	2	5	-1	14	6	4	8	12
N#Cc1c(Cl)nsc1NCCN1CCOCC1	-2	-11	7	12	13	-8	0	10	1	4	5
CCCOc1ccc(N2CC(C(=O)NC3=NCCS3)CC2=O)cc1 (stereo unspecified)	-5	-14	8	-8	0	4	-13	-8	5	10	-12
CC(/C=C1\SC(=S)N(c2ccc(C(=O)O)cc2)C1=O)=C\c1ccccc1	4	3	12	-10	-5	5	1	58*	4	12	45
CCN(CC)C(=O)COc1ccc(/C(C)=N/NC(=O)c2ccccc2-n2cccc2)cc1	4	-3	9	3	0	2	13	8	10	-14	-3
CCCNC(=O)COC(=O)c1cc2c(=O)n3ccccc3nc2s1	-11	10	-22	14	-27	-5	8	-8	-11	-6	-22
CCCn1cnc2c(=O)oc3ccccc3c21	-2	-2	5	3	-2	0	-2	-30	2	-4	-21
COCCn1c(C)cc(C(=O)COC(=O)/C=C/c2ccc(OC)cc2OC)c1C	-12	-10	-1	1	4	1	-1	11	-2	5	-15
COc1cccc(Nc2nc(-c3cccc(N4C(=O)c5ccccc5C4=O)c3)cs2)c1	21	-44	-36	-1	-20	-5	-10	-1	-25	-24	-57
COc1ccc(C23CC4CC(CC(C4)C2)C3)cc1C(=O)NCCN(C)C	-7	3	0	-12	2	1	1	1	0	-23	-26
Cc1cc2ncn(C(=O)N3CCCCCC3)c2cc1C	-11	-2	-5	-45	-17	7	-33	-26	-18	-3	-27
CC1=NNC(=O)C1CC(=O)N/N=C(\C)c1ccco1 (stereo unspecified)	-2	9	0	-8	-1	4	4	-17	1	-2	0
CC1=[N+](C)c2ccc3ccccc3c2C1(C)C	31	-13	-8	-11	4	3	9	24	-17	6	23
Cc1cc(=O)n2nc(N3CCC(C(=O)N4CCN(Cc5ccccc5)CC4)CC3)sc2n1	1	5	8	-14	6	-2	-29	-8	-5	2	2
Cc1cc(C)n2nc(CC(=O)NC3CCCCCCC3)nc2n1	-2	-7	1	3	-10	2	·	9	1	·	13
COCc1nnc(NC(=O)c2cccs2)s1	25	3	-3	-53	-12	6	-17	-23	10	-21	-3
CSCCC(NC(=O)c1ccccc1)C(=O)N1CCN(C(c2ccccc2)c2ccccc2)CC1 (stereo unspecified)	1	7	31	3	-2	8	29	8	2	9	4
CCc1nc2ccc(C(=O)N(CC)CCN(C)C)cn2c1N(CC)C(=O)NCCc1ccccc1	4	-1	-11	-10	2	·	-45	-15	·	-2	-26
CN1C(=O)C(C)(C)c2cc(S(=O)(=O)N3CCCC(C(=O)Nc4ccc(Cl)cc4)C3)ccc21 (stereo unspecified)	26	-18	3	8	11	6	6	24	-7	17	26
O=C(C[n+]1cn(C(F)F)c2ccccc21)c1ccc(Br)cc1	-12	-1	8	13	-1	-2	5	86*	6	7	-31

# The results go on:
molecule	TRAIL sens C8	NOD2 RIPK2 PPI	NCOA3 inh	LRH-1 inv ag	NCOA1 inh	TLR9-MyD88 block	NCOA2 inhibitor	TWEAK Fn14 block	EBV LMP1 NFkB	COUP-TFII inh	TROY NFkB inh
CC1(C)CC(=O)CC(C2(O)C(=O)N(Cc3ccccc3)c3ccccc32)O1 (stereo unspecified)	-13	10	-11	-8	-13	4	-23	2	6	1	5
COCCN1Cc2cccc(C(=O)Nc3cccc(C)c3C)c2C1=O	-1	9	2	15	3	-2	14	-7	-5	2	-11
O=C(CSc1ccccc1)Nc1ccc2c(c1)C(=O)NC2=O	-2	-4	10	10	-5	2	-12	-16	-3	1	-27
O=c1oc2ccccc2cc1-c1ccc(O)cc1	-1	-20	-95	-45	-86	0	-14	-70	-16	-54	-98
Cc1ccc(C(=O)NC(=S)Nc2ccc(-c3cc4ccccc4oc3=O)cc2)c(C)c1	-9	-16	12	18	22	-14	38	48	17	18	·
Cc1ccccc1OCC(=O)N/N=C1\CCOc2c(C)cccc21	2	-10	-6	-5	-1	4	-48	-11	-20	7	-26
CC(C)(C)OC(=O)C[C@H]1C/C=C\C[C@@H](CC(=O)N(CCO)Cc2ccccc2)C(=O)N2CCC[C@@H]2COC1=O	9	-5	12	-8	1	4	-42	-3	0	4	0
COCc1cc(C(C)=O)ccc1OCC(=O)Nc1ccc(NC(C)=O)cc1	-7	2	16	24	13	-5	-12	-14	2	6	18
O=S(=O)(c1ccc(C2CCCCC2)cc1)N1CCCC1	-1	1	13	12	2	10	17	-25	-3	5	-13
O=C(CSc1nncs1)Nc1nccs1	5	0	-11	1	-15	26*	-18	9	-5	8	0
CCc1ccc2[nH]c(C(=O)Nc3ccc(C)c(F)c3)cc2c1	9	-7	-36	-23	-49	1	-29	21	-24	-21	-4
